# RXFP1 ag: activates the human relaxin receptor RXFP1; HEK293T-RXFP1 cAMP TR-FRET, 30 min; response scale: percent of porcine relaxin response, buffer zero; 370,000 compounds, 0.3% hits; Q9HBX9; Potency, µM (titrated, usually from 57.5 µM), inactives show top-dose activation, usual class: activators; AID 2676; active = well fitted activation curve with a large enough effect; inconclusive = small, poorly fitted or top-dose-only effect; also: potency is read from the fitted curve at half-maximal effect; % is scaled to controls: 0 for no effect and ±100 for the full control effect; nearly all actives have a fitted effect of over 60% in size; many of its hits are not listed in these tables
#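 cAMP rise read by TR-FRET after 30 min, 37C compound exposure (up to 58 uM) in RXFP1-transfected HEK293 cells with Ro 20174 present. EC50 from Hill-equation fits, with 29 nM porcine relaxin as 100% and buffer as basal.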
# D1 agonist: agonists of human D1 dopamine receptor. P21728. HEK293 T-REx D1 cells, calcium flux, agonist mode. activation, % at 2 µM. 360,000 compounds, 1% hits. AID 504660; in the data active = activation above about 30%; also: 0% is about no effect
# Target sequence (P21728 whole entry, looked up): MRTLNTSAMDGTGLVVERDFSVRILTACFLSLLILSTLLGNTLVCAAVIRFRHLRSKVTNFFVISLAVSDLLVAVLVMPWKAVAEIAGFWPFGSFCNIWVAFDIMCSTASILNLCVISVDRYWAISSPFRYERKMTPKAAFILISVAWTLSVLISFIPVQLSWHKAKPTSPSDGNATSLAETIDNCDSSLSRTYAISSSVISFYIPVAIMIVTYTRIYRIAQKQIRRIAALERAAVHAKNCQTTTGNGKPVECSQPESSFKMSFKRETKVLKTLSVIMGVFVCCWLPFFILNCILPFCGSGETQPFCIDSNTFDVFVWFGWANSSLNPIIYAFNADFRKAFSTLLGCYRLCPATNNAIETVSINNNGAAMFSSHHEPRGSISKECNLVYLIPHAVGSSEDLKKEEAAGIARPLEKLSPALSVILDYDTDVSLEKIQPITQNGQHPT
#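 Agonism was scored from calcium flux recorded over 180 s (1 read/s) after pintool compound addition, following a 10-cycle baseline. Cells were inducible force-coupled HEK293 TREx D1, plated overnight at 30 C and loaded with no-wash calcium dye.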
# TRHR PAM: allosteric enhancers of human TRH receptor | enhancement, % at 2 µM | 360,000 compounds, 0.66% hits | TRHR cells, fluo-8 calcium fluorescence, EC20 TRH enhancement | P34981; in the data active = enhancement above about 30%; also: 0% is about no effect
#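 Enhancer read-out: after compound pinning and an initial kinetic agonist-mode read, an EC20 of TRH (10 nM final) was injected and fluo-8 calcium signal (Ex 480/Em 530) followed at 1 s/cycle for 100 cycles in TRHR-expressing cells.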
# RXFP1 antagonist: antagonists of human relaxin receptor RXFP1; HEK293-RXFP1, relaxin-stimulated cAMP HTRF, 30 min; stronger effect = lower value; activity change, negative = inhibition, % at 57.5 µM; 350,000 compounds, 0.59% hits; AID 1259400;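 active = activity change of -60% or lower, but not beyond a set lower limit; inconclusive = change between -60% and -40%, or beyond the set limit; inactive = change above -40%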; also: % is scaled to controls: 0 for no effect and ±100 for the full control effect
# D1 potentiator: enhances dopamine response at the human D1 receptor; HEK293 TREx D1 cells, calcium flux, dopamine EC20 potentiation; potentiation, % at 10 µM; 360,000 compounds, 0.036% hits; AID 504651; in the data active = potentiation above about 30%; also: 0% is about no effect
# D1 antagonist: antagonists of human D1 dopamine receptor | P21728 | 360,000 compounds, 3.2% hits | AID 504652 | activity change, negative = inhibition, % at 10 µM | HEK293 TREx D1 cells, calcium flux, dopamine EC80; stronger effect = lower value; in the data active = activity change below about -30%; also: % is scaled to controls: 0 for no effect and ±100 for the full control effect
#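 Antagonism measured as reduced calcium response to an EC80 dopamine addition following 180 s compound pre-read; cells were inducible HEK293 Trex D1 plated overnight at 30 C, read kinetically at 1 cycle/sec.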
# D2 potentiator: positively modulates the human D2 dopamine receptor allosterically | HEK293 T-REx D2, calcium flux, EC20 dopamine potentiation | potentiation, % at 10 µM | P14416 | 340,000 compounds, 0.34% hits | AID 485347;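 active = potentiation over 3 SD above the plate norm, cut at about 30% in these data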; also: 0% is about no effect
# Target sequence (P14416 whole entry, looked up): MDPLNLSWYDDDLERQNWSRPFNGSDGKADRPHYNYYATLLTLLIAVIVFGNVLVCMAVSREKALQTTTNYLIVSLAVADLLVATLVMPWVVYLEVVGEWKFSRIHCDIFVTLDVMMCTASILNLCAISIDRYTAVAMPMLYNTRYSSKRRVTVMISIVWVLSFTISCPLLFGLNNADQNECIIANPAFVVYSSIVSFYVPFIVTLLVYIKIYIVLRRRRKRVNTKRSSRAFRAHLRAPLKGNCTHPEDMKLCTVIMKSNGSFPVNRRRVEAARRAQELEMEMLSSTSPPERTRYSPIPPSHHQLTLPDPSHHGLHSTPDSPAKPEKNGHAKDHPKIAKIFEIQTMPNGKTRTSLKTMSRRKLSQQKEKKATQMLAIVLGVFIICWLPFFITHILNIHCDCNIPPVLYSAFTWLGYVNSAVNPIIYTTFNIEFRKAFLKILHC
#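 Cells plated with tetracycline inducer and held overnight at 30 C; calcium dye loaded 30–90 min at room temperature; baseline taken, compound added and read 180 s; EC20 dopamine then added and read 180 s.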
# D2 antag: antagonists of human D2 dopamine receptor; P14416; HEK293 TREx D2 cells, calcium flux, dopamine EC80; inhibition, % at 10 µM; 340,000 compounds, 2% hits; AID 485344; in the data active = inhibition above about 30%; also: 0% is about no effect
#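 Calcium flux kinetic readout in an inducible HEK293 TREx D2 line plated overnight at 30 C. After 180 s compound exposure, an EC80 dopamine challenge follows with another 180 s kinetic read to detect antagonism.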
# D2 agonist: D2 dopamine receptor (human) agonism. P14416. HEK293 T-REx D2 cells, calcium flux agonist mode. activation, % at 2 µM. 340,000 compounds, 0.53% hits;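 active = activation over 3 SD above normal in the single-dose calcium agonist read, cut at about 30% in these data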; also: 0% is about no effect
#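 Agonism scored from kinetic calcium signal (1 read/sec, 180 s) following compound pin transfer, after a 10 s baseline. Cells: HEK293 Trex line expressing inducible D2 receptor coupled to calcium, dye-loaded after overnight culture at 30 C.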
# The depositor's hits bear a star; ? = inconclusive; nt = no result given; & = joins results of further samples; [ ] = dose if it differs, or a comment. These rows are one share of the data; rates above refer to the full screens.
# Values in the order – RXFP1 ag	D1 agonist	TRHR PAM	RXFP1 antagonist	D1 potentiator	D1 antagonist	D2 potentiator	D2 antag	D2 agonist
- COc1cccc(N(C(=O)C2CSC(=O)C2)C(C(=O)NC(C)(C)C)c2ccncc2)c1 (configuration not stated)
  -4.1%	1	3	0	2	-6	7	-4	0.2
- Cc1csc(NC(=O)CSc2nnc(NC(=O)COc3ccccc3)s2)n1
  0.2%	4	0	3	-5	14	5	0	-0.6
- Cc1cc(C)n2c(Nc3ccc4c(c3)OCCO4)c(-c3ccccc3)nc2n1
  4.4%&-0.2%	0&1	-7&9	-9&2	-2&-6	0&-18	3&3	-7	0.0&-2.0
- COc1ccc(CC(=O)NCc2ccccc2Cl)cc1S(=O)(=O)N1CCOCC1
  -0.1%	0	3	-10	0	-10	-9	-4	-0.2
- CCCCCCC(c1c(C)n(C)n(-c2ccccc2)c1=O)c1c(C)n(C)n(-c2ccccc2)c1=O
  2.8%	2	-23	2	8	8	3	9	-1.1
- CCN1CCN(CC(=O)NC2CCCCC2)C(=O)C1=O
  0.5%	2	2	nt	-1	8	-6	-27	0.5
- CCCOc1ccc(NC(=O)C(=O)NCCCN2CCOCC2)cc1
  4.3%	2	-2	nt	-2	-6	4	nt	-1.1
- CCC(CCC(=O)Nc1cccc(C(=O)O)c1)C(=O)O (configuration not stated)
  1.2%	0	9	-19	1	-4	5	-8	0.4
- CCOC(=O)c1ccc(NC(=O)CSc2ccc(-c3ccncc3)nn2)cc1
  ?	-1	-3	10	6	-6	5	1	0.6
- CCc1cc(Cn2nc(-c3ccccc3)cc2C(=O)O)on1
  -0.4%	0	-2	nt	2	-6	3	2	0.8
- COc1ccc(OC)c(S(=O)(=O)Nc2ccccc2C(F)(F)F)c1
  2.1%	0	10	13	0	31	-13	-7	-0.9
- Cc1ccc(CN(C(=O)c2csnn2)C(C(=O)NC2CCCC2)c2ccc(C)o2)cc1 (configuration not stated)
  -0.4%	-2	-9	-4	-4	-28	-16	-7	1.6
- Cc1cc(=O)cc(C)n1-c1ccccc1N1CCOCC1
  0.6%	3	6	-10	-7	-17	-3	-6	1.4
- Cc1ccccc1CNC(=O)c1ccc2c(c1)N(Cc1ccccc1)CCS2
  3.7%	-1	0	5	-4	0	-6	nt	nt
- Cc1ccc(NC(=O)CSc2nc3ccccc3c3nc4ccccc4n23)cc1
  3.4%	1	-4	17	-4	-25	-3	-3	0.1
- Cc1ccc(C(=O)C(OC(=O)c2c(C)cc(=O)oc2C)c2ccccc2)cc1 (configuration not stated)
  1.3%	1	0	-3	-4	17	6	5	1.0
- Cc1nn(C)c(C)c1NC(=O)C12CC3CC(CC(C3)C1)C2
  -1.0%	2	7	-1	-11	3	6	-5	-2.5
- Cc1cccc(OCC(=O)Nc2ccccc2N2CCCC2)c1C
  1.7%	5	-1	-34	12	7	8	-19	0.1
- CCC1(CC)NC(=S)N(Nc2ccccc2)C1=O
  1.6%	0	1	14	-9	-33*	9	1	0.2
- CCOc1cc(C(=O)CCC(=O)OCC(=O)N2c3ccccc3NC(=O)C2(C)C)ccc1O
  0.9%	2	-4	-8	-6	-14	-8	0	0.1
- Cc1ccc2sc(NNC(=O)c3cc(-c4cccs4)nc4ccccc34)nc2c1C
  2.6%	-3	-4	nt	-2	-12	1	9	0.2
- O=C(Nc1nc(-c2ccc(Oc3ccccc3)cc2)cs1)C1=COCCO1
  -1.2%	2	5	-8	-5	-14	-8	0	1.2
- S=C(Nc1ccccc1)N1N=CCC1c1ccccc1 (configuration not stated)
  0.9%	2	12	-1	-4	nt	-2	5	0.5
- Cc1ccc(CNC(=O)Cn2ncc3c([nH]c4ccc(C)cc43)c2=O)cc1
  -1.0%	2	10	3	2	5	-5	nt	1.2
- CCOc1ncccc1C(=O)OCC(=O)c1ccc(OC)c(OC)c1
  -0.3%	3	-1	1	1	3	nt	-19	-0.3
- CN(C)c1ccc(C(=O)OCC(=O)N2CCOCC2)cc1
  -0.7%	5	7	-19	8	27	nt	nt	nt
- CC(C)NC(=O)N1[C@H](c2cccs2)[C@@H](C)C(=O)[C@@H](C)[C@@H]1c1cccs1
  ?	-1	-11	-2	2	18	8	nt	1.0
- Cc1cccc(/C=N/NC(=O)Cc2ccc(Cl)cc2)c1O
  0.5%	-7	2	0	2	-2	-12	27	0.4
- O=C(CN1CCC(n2nnc3cc(C(F)(F)F)ccc32)CC1)NNC(=O)c1ccco1
  -2.1%	2	-3	-1	-5	5	-1	7	1.2
- COc1cc(NC(=O)Cn2cnc3ccccc3c2=O)c(OC)cc1Cl
  7.7%	0	14	-2	-1	-14	2	7	-0.1
- COc1ccc(CNC(=O)CN2C(=O)CSc3ccc(S(=O)(=O)N4CCCCC4)cc32)cc1
  0.7%	4	-5	-9	-6	0	4	-4	0.5
- COC(=O)C1=C(C(=O)OC)[C@@H]2N(C)c3ccccc3[C@@]23C[C@@H](C(=O)OC)N(C(=O)C2CCC2)C3=N1
  0.0%	0	-7	nt	-2	-7	11	25	-0.4
- O=S1(=O)c2ccccc2N(Cc2cccc(Cl)c2)c2ccccc21
  -0.5%	19	10	0	-2	-3	1	nt	-0.9
- O=C(NCc1ccc(F)cc1)C1CCN(c2ncnc3c2nc2n3CCCCC2)CC1
  5.9%	-1	5	-11	1	8	3	nt	0.6
- Cc1nnc(SCC(=O)NC2CCCCCC2)n1N
  0.6%	3	2	6	-3	-15	5	9	0.4
- CCOC(=O)c1ccc(NC(=O)COc2cc(=O)n(CC)c3ccccc23)cc1
  2.1%	12	9	nt	nt	13	11	-6	0.5
- OCC1(Cc2cccc(C(F)(F)F)c2)CCN(Cc2cc(F)cc(F)c2)CC1
  2.0%	0	-6	-20	5	8	-9	-14	0.3
- COc1ccc2sc(-c3ccccc3OC)c(-c3ccc(O)cc3)c2c1
  3.0%	0	2	nt	-4	nt	5	-5	0.3
- O=[N+]([O-])c1cccc(OCc2cn3cccnc3n2)c1
  ?	6	4	22	-8	0	1	-2	0.0
- O=c1[nH]c2ccccc2cc1CN(CC1CCCO1)S(=O)(=O)c1ccc(Cl)cc1 (configuration not stated)
  -0.2%	-1	1	-7	0	4	17	-7	0.1
- Cc1nc(Nc2nc3ccccc3o2)nc2c1CCC2
  0.4%	0	-9	6	0	-4	-7	3	-0.3
- O=C(/C=C/c1ccc(Cl)cc1)Nc1ccc(N2CCCCC2)cc1
  -0.4%	1	-3	-12	0	-8	10	-19	0.4
- Cc1cc(OC(C)C)nc(NCc2ccccc2)n1
  0.6%	2	2	-5	-4	0	-4	12	0.8
- COC(=O)N/N=C/c1ccc(OCCSc2ccc(Cl)cc2)c(OC)c1
  -1.9%	8	11	nt	-3	-13	5	nt	nt
- CCOc1ccccc1-n1c(SCC(N)=O)nnc1-c1ccccc1
  1.9%	0	-2	8	-1	-3	13	-14	-1.5
- COC(=O)[C@H](Cc1ccccc1)NC(=O)NCc1ccc(S(N)(=O)=O)cc1
  0.3%	1	2	2	2	-16	7	-2	0.7
- Cc1nc2ccccc2c(=O)n1/N=C/c1ccncc1
  2.9%	1	5	-2	3	1	1	9	0.2
- CCOC(=O)NC(=O)C(=CNc1cccc(OC)c1)C(=O)NC(=O)OCC
  3.7%	1	-2	-7	-1	-8	15	22	1.3
- CO/N=C(/CNC(=O)c1ccc(F)cc1)c1ccc(Cl)cc1
  0.1%	0	-4	nt	-4	12	3	5	-0.9
- Cc1cc(C)n2nc(C(=O)N/N=C/c3cccs3)nc2n1
  1.0%	3	2	-7	-1	-2	-2	-5	0.7

# Arranged by count of non-hydrogen atoms (low to high): some entries from above
# Values in the order – RXFP1 ag	D1 agonist	TRHR PAM	RXFP1 antagonist	D1 potentiator	D1 antagonist	D2 potentiator	D2 antag	D2 agonist
- CO/N=C(/CNC(=O)c1ccc(F)cc1)c1ccc(Cl)cc1
  0.1%	0	-4	nt	-4	12	3	5	-0.9
- CCOc1ccccc1-n1c(SCC(N)=O)nnc1-c1ccccc1
  1.9%	0	-2	8	-1	-3	13	-14	-1.5
- CCOC(=O)NC(=O)C(=CNc1cccc(OC)c1)C(=O)NC(=O)OCC
  3.7%	1	-2	-7	-1	-8	15	22	1.3

# Remaining list, next part:
# Values in the order – RXFP1 ag	D1 agonist	TRHR PAM	RXFP1 antagonist	D1 potentiator	D1 antagonist	D2 potentiator	D2 antag	D2 agonist
- Cc1c(Br)c([N+](=O)[O-])nn1CC(=O)Nc1ccccn1
  3.1%	-3	3	-6	7	nt	15	-10	0.0
- NC(=O)Nc1ccc(Oc2c(F)c(F)c(F)c(F)c2F)cc1
  0.3%	12	23	1	2	12	14	7	2.8
- Cc1ccc(N=C2CCCN2Cc2ccccc2)c(C#N)c1
  1.5%	-1	-1	-4	2	23	-4	-11	2.0
- Cc1cc(NS(=O)(=O)c2ccc(NC(NC(=O)C(C(F)(F)F)C(F)(F)F)(C(F)(F)F)C(F)(F)F)cc2)no1
  0.5%	1	-3	-4	2	-2	-3	nt	nt
- CCOC(=O)c1c(NC(=O)C[n+]2ccc(Cc3ccccc3)cc2)sc(C)c1C
  -2.8%	2	0	-6	-2	4	8	-27	0.9
- O=C(COC(=O)C1CC2C=CC1C2)NCc1ccc(F)cc1 (configuration not stated)
  0.3%	-2	-9	-8	-10	16	nt	nt	nt
- O=C(Nc1cccc(C(=O)Nc2ccc(F)cc2F)c1)c1ccccc1
  0.2%	3	-4	2	-7	-8	1	8	-0.7
- O=C(COc1ncnc2cc([N+](=O)[O-])ccc12)NCCc1ccc(Cl)cc1
  10%	3	-2	-8	-7	-8	-8	-6	-0.7
- O=C1C2=C(C(=O)c3ccccc31)C1O[C@](CCCCN3C(=O)c4ccccc4C3=O)(Cc3ccccc31)O2
  2.0%[11.5 µM]	1	3	nt	-3	-15	nt	nt	nt
- Cc1cc([N+](=O)[O-])c(C)cc1-c1ccc(/C=N/NC(=O)c2cccnc2)o1
  2.3%	1	-1	nt	-3	-3	-11	-25	-0.3
- S=C(NCc1ccco1)N1CCN(c2nc(-c3ccc(Cl)cc3)cs2)CC1
  0.5%	1	-4	5	-11	-4	0	-10	-0.2
- CC(C)(C)NC(=O)CN1CCC(O)(c2ccccc2)CC1
  1.0%	4	-1	-2	0	1	-12	6	-0.9
- CCOCCCN(C(=O)CCC(=O)Nc1cc(C)on1)C(C(=O)NC(C)(C)CC)c1cccc(OC)c1OC (configuration not stated)
  3.3%	0	0	-11	-1	5	-1	-11	0.0
- CN(C)c1nc2c(c(=O)[nH]c(=O)n2C)n1Cc1ccc(F)cc1
  0.1%	1	-2	nt	-2	0	22	-9	-0.2
- COc1cccc(NC(=O)CSc2nnc(Cn3c(=O)sc4ccccc43)n2C)c1
  1.1%	2	0	nt	0	20	-1	5	0.6
- COc1cc(CNC2CCCC2)cc(Br)c1OCC(=O)Nc1ccccc1C
  -0.6%	19	-3	-7	-3	-9	-2	-3	0.5
